# phage Ecoli inh = E. coli growth loss with phage present | growth absorbance | inhibition, % at 11.9 µM | actives 0.26% (n = 360,000); in the data active = inhibition above about 11%
# Ecoli viability = reduces bacterial viability in AddAB counter-screen | E. coli V3065 growth, OD600 absorbance, 18 h | inhibition, % at 11.9 µM | actives 0.27% (n = 330,000) | AID 449728;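 active = inhibition above the campaign's mean inhibition across all tested compounds plus 3 SD, cut at about 9.9% in these data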;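 also: uninfected addAB+ strain grown without phage in ampicillin broth; 0% = DMSO wells and 100% = ciprofloxacin 0.95 µg/ml wells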
# MOR-DOR inv ag = mu-delta opioid heterodimer inverse agonism; P35372+P41143; cell-based MOR-DOR heterodimer luminescence; inhibition, % at 9.3 µM; actives 0.21% (n = 340,000); AID 504357; in the data active = inhibition above about 22%, passing the limit was not always enough;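 also: 0% = cells with DMSO and 100% = wells without cells with DMSO; values of inactives mirror those of a sister screen read the other way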
# Target sequence (P35372 whole entry, looked up): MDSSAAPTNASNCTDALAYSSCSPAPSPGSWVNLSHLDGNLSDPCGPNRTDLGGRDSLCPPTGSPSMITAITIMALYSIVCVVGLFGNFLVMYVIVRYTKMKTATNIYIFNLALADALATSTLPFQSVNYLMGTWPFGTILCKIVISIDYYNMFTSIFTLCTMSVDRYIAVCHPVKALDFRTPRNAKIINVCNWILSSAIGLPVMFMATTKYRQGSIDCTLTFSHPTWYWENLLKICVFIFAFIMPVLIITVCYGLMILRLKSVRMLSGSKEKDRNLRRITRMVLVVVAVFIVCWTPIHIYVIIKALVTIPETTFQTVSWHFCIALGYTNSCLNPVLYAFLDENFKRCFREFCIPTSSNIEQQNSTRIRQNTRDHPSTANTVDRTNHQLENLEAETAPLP
# Target sequence (P41143 whole entry, looked up): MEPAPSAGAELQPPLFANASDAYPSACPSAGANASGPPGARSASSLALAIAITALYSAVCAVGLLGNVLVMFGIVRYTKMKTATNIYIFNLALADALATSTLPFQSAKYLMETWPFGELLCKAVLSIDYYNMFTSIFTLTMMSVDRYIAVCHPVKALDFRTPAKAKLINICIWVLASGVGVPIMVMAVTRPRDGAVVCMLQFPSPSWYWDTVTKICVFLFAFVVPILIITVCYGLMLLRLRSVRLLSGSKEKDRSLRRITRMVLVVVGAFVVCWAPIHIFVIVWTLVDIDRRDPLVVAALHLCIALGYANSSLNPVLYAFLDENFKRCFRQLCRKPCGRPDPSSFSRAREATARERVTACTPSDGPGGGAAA
# AddAB inh = less growth of phage-infected E. coli with AddAB | E. coli expressing H. pylori AddAB, absorbance growth | inhibition, % at 11.9 µM | actives 0.29% (n = 330,000); in the data active = inhibition above about 12%;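 also: 0% = vehicle wells of infected cells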
# PKA-R1A activ = activates the PKA-R1A holoenzyme complex. P00514+P68181. PKA-R1A dissociation, Cy5-IP20 fluorescence polarization; scaled: DMSO 0%, 113 µM cGMP 100%. activation, % at 11.4 µM. actives 0.083% (n = 340,000). AID 504707;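 active = percent activation above the mean of all tested compounds plus 3 SD, cut at about 19% in these data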;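 also: higher means more PKAc released from R1A so a rise in polarization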
# DSG3 Ab inh = blocks pemphigus antibody binding to human desmoglein-3. DSG3-coupled beads, scFv-anti-DSG3-GFP binding, flow cytometry; stronger effect = lower value. binding (percent of control), % at 10 µM. actives 0.48% (n = 310,000);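 active = binding more than 3 SD below its plate's average and above zero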;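 also: hits lower antibody fragment binding to DSG3; some compounds called inactive have numbers as strong as hits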
# MOR-DOR ag = agonists of human mu-delta opioid receptor heterodimerization; P35372+P41143; cells, OPRM1-OPRD1 heterodimerization, luminescence; activation, % at 9.3 µM; actives 0.3% (n = 340,000); AID 504326; in the data active = activation above about 18%;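 also: 0% = vehicle-treated cells and 100% = reference agonist; values of inactives mirror those of a sister screen read the other way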
# SUMO Mot1 rescue = inhibitors of SUMOylation pathway: yeast Mot1-301 growth rescue; S. cerevisiae Mot1-301 growth rescue, ATP luminescence, 38.5C; percent above DMSO median, 100 means doubled; growth rescue, % at 18.8 µM; actives 1% (n = 320,000);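 active = every valid replicate shows activation above 250% relative to neutral control wells; inactive = the rest, any valid replicate at or below 250%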;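 also: OY570 slx delta 5 strain wells were the positive control but not used for scaling; some compounds called inactive have numbers as strong as hits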
# Arrestin-AP2 inh = inhibitors of human beta-arrestin and AP2 interaction | FITC-arrestin peptide / GST-AP2 beads, flow cytometry; AP2 beta2 appendage carries R879A mutation | inhibition, % at 10 µM | actives 0.31% (n = 340,000);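 active = inhibition above a set limit, near 3 SD of compounds lacking own fluorescence, cut at about 54% in these data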;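 also: plate controls were DMSO wells for no effect and 5 µM unlabelled arrestin peptide for full effect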
#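 System: GST-AP2 R879A bound to glutathione beads, E. coli-expressed. Also added: 50 nM FITC-arrestin peptide. Schedule: compound with beads 12 min RT, then probe 1 h RT. Signal: bead flow cytometry, FITC channel. Read-out basis: percent response.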
# Tat export inh = blocks Tat-dependent protein export in E. coli | E. coli MC4100 TorA-mCherry Tat export, fluorescence | inhibition, % at 10 µM | AID 488895 | actives 0.036% (n = 340,000);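 active = mean replicate inhibition at least 50% and at least half of replicates individually reaching 50%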;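 also: exported cargo escapes ClpAP degradation while cytoplasmic cargo is degraded and loses fluorescence; 0% = median of neutral control wells and 100% = median of NaSCN control wells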
# PfHsp90 set2 = growth inhibition of yeast expressing Plasmodium Hsp90. S. cerevisiae expressing PfHsp90, BacTiter-Glo ATP, 48 h; yeast lacking PDR1 and PDR3 efflux regulators. inhibition, % at 9.4 µM. actives 0.32% (n = 310,000);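 active = every replicate shows inhibition above about 80%, whatever the replicate mean, limit read from the data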;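 also: 0% = DMSO neutral controls and 100% = 20 µM radicicol positive controls; yeast relying on Plasmodium falciparum Hsp90 in place of its own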
# Active calls of the source: *; . = not tested or not shown.
1. Cc1ccc(CNC(=O)CN(c2ccc(Cl)cc2)S(C)(=O)=O)cc1
2. Cc1ccc(S(=O)(=O)Nc2ccc(O)c(S(=O)(=O)c3ccc(C)cc3)c2)cc1
3. CCn1cc(C(=O)Nc2ccc(C)cc2[N+](=O)[O-])c(C)n1
4. O=C(CCc1ccccc1)Nc1ccc(S(=O)(=O)Nc2nccs2)cc1
5. CN(C)CCCN(C(=O)COc1ccccc1)c1nc2c(F)cccc2s1
6. O=C(CN1C(=O)NC2(CCCC2)C1=O)Nc1cc(S(=O)(=O)N2CCCCC2)ccc1Cl
7. Cc1ccc(-c2nc(CS(=O)CC(=O)NCc3ccc(Cl)cc3)c(C)o2)cc1 (centres undefined)
8. O=S(=O)(c1ccc(Cl)cc1)c1snnc1-c1ccccc1
entry no.,1,2,3,4,5,6,7,8
phage Ecoli inh,2.1,-3.0,1.7,2.2,2.3,2.1,-1.9,1.0
Ecoli viability,-2.5,-0.5,1.4,-0.6,0.4,-0.6,-0.9,2.1
MOR-DOR inv ag,9,8,0,2,5,7,1,12
AddAB inh,-2.3,2.1,3.9,2.8,-0.3,0.5,-0.2,-1.9
PKA-R1A activ,21*,-17,0,1,-11,-6,0,-12
DSG3 Ab inh,99,104,101,99,88,110,101,97
MOR-DOR ag,-1.9,-1.6,-0.1,-0.4,-1.0,-1.8,-0.1,-2.0
SUMO Mot1 rescue,-4,-11,2,6,-4,-4,18,307*
Arrestin-AP2 inh,-16,-5,39,2,-10,23,12,-64
Tat export inh,4,5,-7,8,7,1,-6,-6
PfHsp90 set2,-11,-17,-3,15,14,25,-39,49

9. Cc1nc(CNC(=O)c2cc(COc3c(F)cccc3F)on2)cs1
10. CCOc1ccc(S(=O)(=O)N2CCC(C(=O)N3CCCC3)CC2)cc1C
11. O=C(NNC1OC(CO)C(O)C(O)C1O)c1cccnc1 (centres undefined)
12. N/C(=N\OC(=O)CCCc1ccccc1)c1ccccc1
13. CC(C)Oc1ccc(N2CC(C(=O)Nc3ccccc3F)CC2=O)cc1 (centres undefined)
14. O=C(c1cccnc1)N1CCN(C(=O)c2cccs2)CC1
15. COC(=O)c1ccccc1NC(=O)c1nc2nc(C)cc(C)n2n1
16. CC(C)NC(=S)NC(c1ccccc1)(c1ccccc1)c1ccccc1
entry no.,9,10,11,12,13,14,15,16
phage Ecoli inh,-2.3,-0.1,4.9,1.9,2.1,0.9,-0.8,7.4
Ecoli viability,1.8,-0.8,0.3,1.7,-0.2,0.1,0.5,4.1
MOR-DOR inv ag,9,-31,-8,-24,7,6,6,-16
AddAB inh,2.1,0.7,3.9,-0.9,2.4,-2.0,1.3,7.8
PKA-R1A activ,-13,-3,2,-1,-3,-2,-12,0
DSG3 Ab inh,85,116,108,.,119,97,114,121
MOR-DOR ag,-1.7,3.7,1.6,4.6,-1.5,-1.1,-1.5,3.1
SUMO Mot1 rescue,6,1,228,16,-8,-4,-4,25
Arrestin-AP2 inh,-5,10,-1,-26,34,27,8,20
Tat export inh,-3,8,-4,-1,2,4,0,-5
PfHsp90 set2,-11,9,-9,-4,-7,-6,5,-6

17. CC(Nc1n[nH]c(=S)[nH]c1=O)C(=O)OCc1ccccc1 (centres undefined)
18. CCOC(=O)N1CCN(S(=O)(=O)c2ccc3c(c2)CCN3C(=O)C2CCC2)CC1
19. COc1ccc(-c2nnn(CC(=O)N(CCO)C(C(=O)NC3CCCC3)c3ccc(F)cc3)n2)cc1 (centres undefined)
20. Cn1ccc(C(=O)NC(=S)Nc2ccc([N+](=O)[O-])cc2O)n1
21. O=C(O)Cc1cccc2ccccc12
22. c1ccc(NCCc2ccccn2)cc1
23. CC#CCN(Cc1ccco1)C(=O)c1ccc(OC2CCN(Cc3ccccn3)CC2)cc1
24. Cc1c(O[C@@H]2O[C@H](CO)[C@@H](O)[C@H](O)[C@H]2O)c(CO)c(O[C@@H]2O[C@H](CO)[C@@H](O)[C@H](O)[C@H]2O)c2c1O[C@@H](c1ccccc1)C[C@@H]2O
entry no.,17,18,19,20,21,22,23,24
phage Ecoli inh,2.6,.,2.3,1.4,2.7,2.7,-1.8,2.8
Ecoli viability,-2.0,-1.1,4.6,.,2.3,.,2.4,2.4
MOR-DOR inv ag,17,13,7,7,15,11,12,12
AddAB inh,-0.4,1.1,3.0,.,4.2,.,1.0,0.6
PKA-R1A activ,0,-13,9,-2,-12,-4,10,3
DSG3 Ab inh,101,94,103,.,100,.,108,100
MOR-DOR ag,-4.0,-2.4,-1.3,-1.3,-2.8,-2.3,-2.2,-2.3
SUMO Mot1 rescue,23,4,-6,6,-9,.,-4,-14
Arrestin-AP2 inh,9,32,-4,-2,-23,0,40,-1
Tat export inh,4,2,-11,-8,-26,-7,2,-3
PfHsp90 set2,-4,13,-6,-18,8,-9,24,6

25. CCc1c(C)nc2ncnn2c1N1CCCC(C(=O)NCc2cccs2)C1 (centres undefined)
26. CC(C)Oc1ccc(/C(O)=C2/C(=O)C(=O)N(CCN3CCOCC3)C2c2ccccc2)cc1 (centres undefined)
27. COC(=O)C1=C(C)NC(=O)NC1c1ccsc1 (centres undefined)
28. CCn1nc(NC(=O)c2cccnc2)c2cc3cccc(C)c3nc21
29. COCCN1CC(=O)N2C(c3cccc(C)c3)c3[nH]c4ccccc4c3C[C@H]2C1=O (some centres undefined)
30. O=S(=O)(c1ccc(-c2cnc(C3CC3)o2)cc1)N1CCN(c2ccccc2)CC1
31. NC(=O)CC(NC(=O)Cc1ccc(Br)cc1)c1ccc(NCC2CC2)c([N+](=O)[O-])c1 (centres undefined)
32. COc1ccc(NC(=O)c2[nH]c(C)c(C(C)=O)c2C)cc1Cl
entry no.,25,26,27,28,29,30,31,32
phage Ecoli inh,1.7,2.6,1.9,2.5,-1.3,-1.3,0.0,-0.1
Ecoli viability,-0.2,-0.9,-1.1,-0.2,-1.0,0.4,2.5,0.1
MOR-DOR inv ag,8,4,-1,-65,10,12,5,2
AddAB inh,1.2,0.7,3.6,1.0,-0.7,3.4,2.9,1.3
PKA-R1A activ,12,0,-4,-5,-10,-1,9,5
DSG3 Ab inh,94,116,.,97,99,110,93,80
MOR-DOR ag,-1.4,-1.0,0.4,12,-1.8,-2.3,-0.8,-0.3
SUMO Mot1 rescue,.,15,-20,80,-34,-13,4,.
Arrestin-AP2 inh,2,-5,23,1,3,4,-7,-3
Tat export inh,-5,-3,-1,11,-5,-2,-8,-5
PfHsp90 set2,-15,6,-20,0,-15,21,2,18

# In the list so far, these contain a thiophene ring, fused or not.
14. O=C(c1cccnc1)N1CCN(C(=O)c2cccs2)CC1
25. CCc1c(C)nc2ncnn2c1N1CCCC(C(=O)NCc2cccs2)C1 (centres undefined)
27. COC(=O)C1=C(C)NC(=O)NC1c1ccsc1 (centres undefined)
entry no.,14,25,27
phage Ecoli inh,0.9,1.7,1.9
Ecoli viability,0.1,-0.2,-1.1
MOR-DOR inv ag,6,8,-1
AddAB inh,-2.0,1.2,3.6
PKA-R1A activ,-2,12,-4
DSG3 Ab inh,97,94,.
MOR-DOR ag,-1.1,-1.4,0.4
SUMO Mot1 rescue,-4,.,-20
Arrestin-AP2 inh,27,2,23
Tat export inh,4,-5,-1
PfHsp90 set2,-6,-15,-20

# (listing goes on)
33. COCCN(CC(=O)NCc1ccccc1)C(=O)CCC(=O)Nc1ccccn1
34. Cc1ccc(C(=O)Cn2c(C(=O)/C=C/c3ccccc3)nc3ccccc32)cc1
35. CCOC(=O)[C@H]1[C@H]2COc3cc(OC)ccc3[C@@H]2N2C(=O)c3c(C)cc(C)cc3NC(=O)[C@@]12C
36. CC(C)CC(=O)Nc1nnc(-c2ccco2)s1
37. COc1cccc(C(=O)NC2CC3CCCC(C2)N3Cc2ccc(C)cc2)c1 (centres undefined)
38. Cc1cccc(N(C(=O)c2csnn2)C(C(=O)NC2CCCC2)c2ccncc2)c1 (centres undefined)
39. Cc1cc(O)c(S(=O)(=O)c2ccccc2)c(C)c1NS(=O)(=O)c1ccccc1
40. COc1ccc(C(=O)NCC(=O)OCC(=O)NC23CC4CC(CC(C4)C2)C3)cc1
entry no.,33,34,35,36,37,38,39,40
phage Ecoli inh,-2.3,1.9,1.9,2.6,1.0,3.4,-1.2,3.5
Ecoli viability,0.0,-1.1,-1.7,-0.4,-0.8,-0.1,-2.1,-3.0
MOR-DOR inv ag,11,0,-8,1,16,-6,-8,-7
AddAB inh,3.1,-0.4,-1.1,1.5,0.7,1.3,3.1,-0.2
PKA-R1A activ,-4,3,-4,-8,-4,-3,6,-11
DSG3 Ab inh,107,103,99,105,104,102,.,108
MOR-DOR ag,-1.9,0.0,1.5,-0.1,-3.4,0.7,1.3,1.7
SUMO Mot1 rescue,26,-11,46,-10,-5,-7,12,9
Arrestin-AP2 inh,20,25,0,-6,2,35,11,9
Tat export inh,-18,5,-3,14,-9,-2,-5,5
PfHsp90 set2,-28,.,35,31,-1,-6,4,-6

41. CC(=O)Nc1ccc(NC(=O)C(C)OC(=O)CCCOc2ccc(Cl)cc2C)cc1 (centres undefined)
42. CN(C)C1(CNC(=O)C2CCC(=O)N(Cc3ccc(Cl)cc3)C2)CCCCC1 (centres undefined)
43. Cc1ccccc1NCC(=O)N/N=C/C(Br)=C/c1ccccc1
44. O=[N+]([O-])C(=C1Nc2ccccc2N1)C(Cl)=C(Cl)Cl
45. O=C(O)[C@]1(S(=O)(=O)c2ccccc2)C[C@@H]2ON=C(c3cccc(Br)c3)[C@@H]2C1
46. COc1ccc(NC(=S)N2CCc3ccccc32)cc1OC
entry no.,41,42,43,44,45,46
phage Ecoli inh,1.6,3.0,0.5,2.8,1.3,2.1
Ecoli viability,-5.4,1.4,3.1,2.4,-0.2,-0.6
MOR-DOR inv ag,1,14,-53,1,6,17
AddAB inh,-5.3,4.7,3.5,-0.2,-1.8,3.2
PKA-R1A activ,13,-6,-2,-4,-6,6
DSG3 Ab inh,99,128,91,91,101,110
MOR-DOR ag,-0.1,-2.9,9.6,-0.1,-1.1,-3.1
SUMO Mot1 rescue,6,33,28,19,13,-19
Arrestin-AP2 inh,22,-13,14,-69,4,0
Tat export inh,11,5,5,6,-4,3
PfHsp90 set2,-9,-4,6,-2,11,-27

# Compounds shown so far that have bromine, in the order listed:
31. NC(=O)CC(NC(=O)Cc1ccc(Br)cc1)c1ccc(NCC2CC2)c([N+](=O)[O-])c1 (centres undefined)
43. Cc1ccccc1NCC(=O)N/N=C/C(Br)=C/c1ccccc1
45. O=C(O)[C@]1(S(=O)(=O)c2ccccc2)C[C@@H]2ON=C(c3cccc(Br)c3)[C@@H]2C1
entry no.,31,43,45
phage Ecoli inh,0.0,0.5,1.3
Ecoli viability,2.5,3.1,-0.2
MOR-DOR inv ag,5,-53,6
AddAB inh,2.9,3.5,-1.8
PKA-R1A activ,9,-2,-6
DSG3 Ab inh,93,91,101
MOR-DOR ag,-0.8,9.6,-1.1
SUMO Mot1 rescue,4,28,13
Arrestin-AP2 inh,-7,14,4
Tat export inh,-8,5,-4
PfHsp90 set2,2,6,11
